GLP1R ag: agonists of human GLP-1 receptor; P43220; HEK293 GLP-1R CRE-luciferase, luminescence, 4-6 h; cells express a hypersensitive GLP-1R form; Potency, µM (series often up to 45.6 µM), for inactives: at the highest dose activation, hits mostly activators; 380,000 compounds, 0.007% hits; AID 624172; further: potency means the concentration at half of the fitted maximal effect; % of control where 0% means no effect
PTHR1 agonist: PTHR1 (human) receptor agonism; Q03431; HEK293 GP2 PTHR1 cells, GloSensor cAMP luminescence, 1 h; Potency, µM (titrated, usually from 115 µM), inactives show at the highest dose activation, most hits filed as activators; 410,000 compounds, 0.075% hits; AID 743266; further: potency means the concentration at half of the fitted maximal effect; nearly all actives have a fitted effect of over 55% in size; some results filed as inactive show a strong effect at the top dose; inactives centre near -15; many of its hits are not listed in these tables
Target sequence (Q03431 whole entry, looked up): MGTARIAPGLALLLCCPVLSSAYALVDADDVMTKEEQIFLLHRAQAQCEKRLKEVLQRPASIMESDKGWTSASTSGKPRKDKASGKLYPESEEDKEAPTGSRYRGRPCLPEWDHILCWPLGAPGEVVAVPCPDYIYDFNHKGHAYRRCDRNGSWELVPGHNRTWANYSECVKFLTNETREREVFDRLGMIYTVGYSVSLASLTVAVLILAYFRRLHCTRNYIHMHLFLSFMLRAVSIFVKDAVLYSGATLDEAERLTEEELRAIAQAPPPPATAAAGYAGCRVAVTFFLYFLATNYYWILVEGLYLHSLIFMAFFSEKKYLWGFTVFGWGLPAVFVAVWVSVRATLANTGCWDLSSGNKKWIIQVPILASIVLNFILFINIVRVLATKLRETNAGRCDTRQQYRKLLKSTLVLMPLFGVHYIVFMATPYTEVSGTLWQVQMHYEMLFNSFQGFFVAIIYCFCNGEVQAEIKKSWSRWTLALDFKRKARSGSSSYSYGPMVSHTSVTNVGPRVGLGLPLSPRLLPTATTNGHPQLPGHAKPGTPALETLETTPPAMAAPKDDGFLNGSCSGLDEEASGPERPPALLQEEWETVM
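HEK-293-derived GP2 cells expressing PTHR1 and a GloSensor cAMP reporter, 3,000/well, plated overnight, given luciferin plus IBMX (each 0.5 mM as added) for 1 h at 37 °C, then compound for 1 h at 37 °C. Luminescence was read after 15 min at room temperature.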
KB-V1 cytotox: KB-V1 MDR subline cytotoxicity; Potency, µM (doses to about 46.1 µM), for the others: at the top dose activity change, negative = cytotoxicity, most hits filed as cytotoxic; AID 1347076; KB-V1 MDR cells viability, CellTiter-Glo, 72 h; 400,000 compounds, 3.4% hits; further: potency means the concentration at half of the fitted maximal effect; on the % scale 0 is the no-effect control and ±100 the full control effect; nearly all actives have a fitted effect of over 60% in size
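Luminescent ATP read-out (CellTiter-Glo, 10 min) measures survival of drug-selected KB-V1 MDR cells after 72 h, 37 degrees C compound exposure. Medium: phenol-red-free DMEM, 10% FBS. Values from fitted concentration-response curves.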
D3 antag: antagonists of human D3 dopamine receptor. AID 652054. max response, negative = inhibition, %. 360,000 compounds, 2.5% hits. D3R cells, DiscoveRx beta-arrestin luminescence, antagonist mode; hits give low values. P35462; in the data active means max response below about -50%; inconclusive means no clear call, values can overlap the other calls; further: on the % scale 0 is the no-effect control and ±100 the full control effect; mostly tested at two doses, the higher about 12 µM
Target sequence (P35462 whole entry, looked up): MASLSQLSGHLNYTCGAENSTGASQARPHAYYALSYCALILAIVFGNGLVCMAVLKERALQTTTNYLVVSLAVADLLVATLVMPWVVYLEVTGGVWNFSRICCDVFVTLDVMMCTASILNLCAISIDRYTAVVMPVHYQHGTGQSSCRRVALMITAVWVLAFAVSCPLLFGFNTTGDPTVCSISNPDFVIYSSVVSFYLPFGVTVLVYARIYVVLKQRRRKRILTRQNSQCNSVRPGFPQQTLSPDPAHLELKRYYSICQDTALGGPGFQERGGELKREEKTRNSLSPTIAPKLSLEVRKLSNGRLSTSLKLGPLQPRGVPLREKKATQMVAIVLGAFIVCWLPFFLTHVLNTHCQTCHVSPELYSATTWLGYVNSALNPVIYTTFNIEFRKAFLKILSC
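Cells expressing the human receptor were seeded at 1500 cells/well, incubated overnight at 37 degrees C in 5% CO2, then exposed to library compounds with dopamine controls for 90 minutes at 37 degrees C before luminescent detection.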
HEK293 tox: cytotoxicity counter-screen for GLP-1 receptor inverse agonists. HEK293 cAMP-luciferase reporter cells, luminescence, 24 h. Potency, µM (titrated, usually from 38.3 µM), for inactives: at the top dose activity change, negative = inhibition, usual class: inhibitors. 410,000 compounds, 0.13% hits. AID 624418;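 further: loss of luciferase light is scored as toxicity; potency means the concentration at half of the fitted maximal effect; on the % scale 0 is the no-effect control and ±100 the full control effect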
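Compound-treated cells are incubated 24 hr at 37 deg C under 5% CO2 after a 12 hour attachment period, then luciferase detection reagent is added and luminescence is measured following 12 min at room temperature; lowered signal indicates toxicity.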
aSyn yeast inh: inhibitors of alpha-synuclein toxicity in yeast; AID 652106; Yeast expressing alpha-synuclein, growth rescue, BacTiter-Glo, 24 h; 370,000 compounds, 0.14% hits; Potency, µM (doses to about 46.1 µM), for the others: top-dose growth rescue (activation), actives largely listed as activators; further: potency means the concentration at half of the fitted maximal effect; % of control where 0% means no effect; nearly all actives have a fitted effect of over 65% in size
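Screening used galactose-induced yeast with toxic alpha-synuclein levels, exposed to compound for 24 hr at 30 deg C. Cell growth, read with BacTiter-Glo luminescence, gave the measured signal.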
D3 ag: D3 dopamine receptor (human) agonism | P35462 | D3R DiscoveRx beta-arrestin cells, luminescence, 90 min | max activation, % | 410,000 compounds, 0.58% hits; in the data active means max activation above about 30%; further: 0% is about no effect; mostly tested at two doses, the higher about 12 µM
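Agonist-mode cell screen: cells plated at 1500/well and incubated overnight at 37 °C, then exposed to library compounds for 90 min at 37 °C. Detection reagent was added for 30–60 min at room temperature, and luminescence was read.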
TDP43 rescue: inhibitors of TDP-43 toxicity in yeast | Potency, µM (doses to about 46.1 µM), for the others: at the highest dose growth rescue (activation), hits mostly activators | 410,000 compounds, 1.8% hits | TDP-43 expressing yeast growth rescue, BacTiter-Glo, 24 h; further: potency means the concentration at half of the fitted maximal effect; % of control where 0% means no effect; nearly all actives have a fitted effect of over 50% in size
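Yeast cells expressing TDP-43 under galactose induction are exposed to compounds for 24 hr at 30 deg C. BacTiter-Glo luminescence measures growth, so protective compounds score as activators.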
GLP-1R inv ag: acts as inverse agonist at human GLP-1 receptor | HEK293 GLP-1R CRE-luciferase, luminescence, 24 h; GLP-1R form is constitutively active | Potency, µM (doses to about 38.3 µM), for inactives: top-dose activity change, negative = inhibition, actives largely listed as inhibitors | 410,000 compounds, 1.6% hits; further: potency means the concentration at half of the fitted maximal effect; on the % scale 0 is the no-effect control and ±100 the full control effect; nearly all actives have a fitted effect of over 55% in size
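HEK293 cells stably co-expressing constitutively active GLP-1R and a cAMP-responsive luciferase reporter were seeded in DMEM with 10% Nu serum, given compounds after 12 h, and incubated 24 h at 37 deg C. Luminescence was then read.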
An asterisk follows results filed as active; i = inactive; ? = inconclusive; nt = not tested or not shown; [ ] = dose if it differs, or a comment. Unless noted, the call rests on the fitted dose curve; in most records, active means well fitted curve in the direction sought with a large enough effect; inconclusive means small, poorly fitted or top-dose-only effect, or another doubt; inactive means no such curve, though single readings can be large; an effect the other way counts as inactive or inconclusive. A portion of the library; rates above refer to the full screens.

SMILES	GLP1R ag	PTHR1 agonist	KB-V1 cytotox	D3 antag	HEK293 tox	aSyn yeast inh	D3 ag	TDP43 rescue	GLP-1R inv ag
Cc1cc(C)c(NC(=O)CSc2nc3ccccc3c(=O)n2CCCN2CCOCC2)c(C)c1	5%	-31%	13%	-14	0%	4%	-2	14%	17%
CCN(CC(N)=O)S(=O)(=O)c1ccc(Br)cc1	-4%	i	7%	-22	18%	-2%	-4	-12%	1%
CN(C)C(=O)CCc1ccc2c3c([nH]c2c1)[C@]1(CCC2CCCC2)[C@@H](C(=O)N2CCOCC2)C[C@H](CC(=O)NC(C)(C)C)C(=O)N1CC3	-2%	-19%	0%	-10	-4%	4%	-3	17%	26%
N#CCCN(C(=O)COC(=O)c1ccc(Cl)nc1)c1ccc2c(c1)OCCO2	-3%	-8%	0%	0	5%	1%	2	-10%	15%
CC#CCNCc1ccccc1	2%	-16%	13%	13	-4%	18%	7	8%	-1%
Cc1ccccc1CN1C(=O)c2ccccc2Sc2ccc(C(=O)NC3CCCCC3)cc21	nt	i	nt	nt	3%	nt	-5	13%	7%
Cc1ccc(C)c(CN2C(=O)C(C)Oc3ccc(C)cc32)c1 (stereo not drawn)	5%	-10%	-10%	-8	3%	-2%	-27	-21%	-18%
O=C(/C=C1\NC2(CCCC2)Cc2ccccc21)C(=O)N/N=C/c1ccccc1O	-12%	-12%	?	1	?	?	-8	?	?
CC(=O)N1CCN(c2ccccc2NC(=O)COc2ccc(Br)cc2)CC1	11%	-76%[inhibitor]	-18%	-13	-18%	-6%	-9	-6%	0%
O=C(CCc1nc2ccccc2s1)N1CCN(S(=O)(=O)c2cccs2)CC1	4%	-7%[57.5 µM]	0%	-17	-8%	-13%	1	13%	25%
Cc1cc(C)cc(NC(=O)CN(C)S(=O)(=O)c2cnc[nH]2)c1	-3%	20%[57.5 µM]	13%	5	-4%	0%	0	1%	8%
CCOC(=O)c1csc(NC(=O)CN2CCN(C)CC2)n1	-3%	?	-7%	-10	0%	-12%	4	-11%	0%
CN(C)/C=C/C(=O)c1ccc(-n2cccc2)cc1	8%	-5%	?	-2	-9%	-80%[inhibitor]	7	-92%[inhibitor]	-27%
Cc1ccccc1NC(=O)CC1C(=O)Nc2ccccc2N1CC(=O)N(C)C1CCS(=O)(=O)C1 (stereo not drawn)	0%	-4%	0%	-5	11%	-2%	-7	9%	12%
NS(=O)(=O)c1ccc(CCNC(=O)Cn2c(=O)c3cccn3c3ccc(F)cc32)cc1	nt	-22%	nt	nt	21%	nt	-1	-3%	9%
C=CCNC(=S)/C(=C(/[O-])c1ccc([N+](=O)[O-])cc1)[n+]1ccccc1	5%	i	2%	10	-2%	-2%	7	5%	-11%
Cn1c(CCN2CCN(c3ccc(F)cc3)CC2)nc2cc(NC(=O)c3ccco3)ccc21	-8%	-9%[57.5 µM]	10%	?	-15%	1%	-2	4%	0%
CO/N=C/C1CCN(c2ncc(C(F)(F)F)cc2Cl)C1=O (stereo not drawn)	-1%	i	0%	9	2%	-2%	0	-7%	7%
O=C(NCCc1cccc(Cl)c1)c1ccc(Cl)c([N+](=O)[O-])c1	0%	-17%	-3%	?	-26%	-1%	-19	0%	?
O=C(c1cccc(F)c1)n1nnc2ccccc21	-7%	i	24%	18	-7%	4%	5	20%	7%
CCOc1cc(C(=O)NC(C)C2CC3CCC2C3)cc(OCC)c1OCC (stereo not drawn)	7%	i	-10%	-2	-8%	-3%	4	3%	?
CC(Oc1ccccc1Cl)C(=O)Nc1ccc(S(=O)(=O)N2CCCC2)cc1 (stereo not drawn)	5%	-19%	?	-15	-21%	8%	-16	14%	?
O=C(CSCc1cnn(-c2ccccc2)c1-n1cccc1)N1CCN(Cc2ccccc2)CC1	4%	-14%[57.5 µM]	0%	?	-11%	-12%	0	8%	?
CN(C)c1ccc(C(=O)/C=C/c2ccccc2)cc1	17%	-24%	?	6	-8%	8%	-4	-8%[0.397 µM]	59%[activator]
O=C(c1ccc2c(c1)N(Cc1cccc(Cl)c1)C(=O)c1ccccc1S2)N1CCOCC1	nt	-60%[inhibitor]	nt	nt	-24%	nt	-15	?	-16%
COC(=O)c1nn(-c2cccc(C)c2)c2nnc(Cc3ccccc3)c(=O)n12	-10%	i	-17%	13	8%	6%	6	2%	2%
COc1ccc(C2=NOC(Cn3nc(C(=O)NCc4cccc(C(F)(F)F)c4)cc3-c3ccccc3)C2)cc1 (stereo not drawn)	6%	-7%	-21%	30	7%	0%	-1	-5%	?
CCNC(=O)c1c(NC(=O)COc2ccc(F)cc2)sc2c1CCCC2	nt	i	?	nt	-1%	nt	5	5%	16%
Cc1cccc(NC(=O)c2cc([N+](=O)[O-])ccc2N2CCCCC2)n1	7%	-15%	-16%	8	1%	-1%	0	14%	-2%
NC(=O)COC(=O)c1ccccc1OCc1ccccc1	6%	-3%	-15%	3	6%	2%	2	-18%[1.82 µM]	25%
Cc1ccn2c(C(=O)CSc3ccccc3)c(C)nc2c1	5%	-48%[inhibitor]	-6%	16	1%	7%	-2	27%	1%
CCC(CC)NCCOC(=O)c1ccc([N+](=O)[O-])cc1	26%	-8%	?	-11	8%	-8%	-2	-9%	3%
CN(C)CCCNC(=S)N1CCC(c2nc3ccccc3[nH]2)CC1	-5%	-9%	14%	-12	1%	1%	-15	11%	15%
CS(=O)(=O)N(CC(=O)NCc1ccccn1)c1ccc2c(c1)OCCO2	-2%	-2%[57.5 µM]	13%	13	-5%	3%	24	-16%	5%
Cc1cc(C)c(C)c(S(=O)(=O)Nc2cccc(S(=O)(=O)Nc3ccccc3C(=O)O)c2)c1C	1%	-5%	4%	-7	12%	-7%	-2	-8%	-29%
Cc1cc(C(=O)NC2CCC(O)CC2)c(C)o1 (stereo not drawn)	-13%	i	0%	-24	5%	-1%	6	3%	2%
CCOC(=O)c1cnn(-c2ncnc3c2cnn3C)c1N	7%	-5%	5%	3	8%	-2%	21	-17%	25%
CCOc1ccc(Nc2nc3c(c(=O)[nH]2)CCCC3)cc1	20%	-40%[inhibitor][57.5 µM]	18µM*	-12	-1%	1%	-2	14%	6%
Cc1c(N2C(=O)CS/C2=N\N=C\c2ccccc2O)c(=O)n(-c2ccccc2)n1C	14%	i	-29%	10	4%	4%	39*	-9%	0%
CC1CC(=O)c2cnc(N3CCOCC3)nc2C1 (stereo not drawn)	4%	-13%[57.5 µM]	13%	21	4%	-1%	12	5%	-5%
CCO[C@H]1OC(C(=O)N2CCOCC2)=C[C@@H](c2ccc(Br)cc2)[C@@H]1CCCO	6%	-7%	0%	-19	2%	1%	-1	11%	17%
COc1ccc(CCNC(=O)c2ccc(Cn3c(=O)[nH]c4cc(OC)c(OC)cc4c3=O)cc2)cc1OC	0%	-24%	?	nt	1%	nt	-1	0%	24%
CCCCC(=NCCO)C1=C(O)C(C(=O)OC)C(C)(C)CC1=O (stereo not drawn)	-6%	i	13%	-4	14%	12%	0	-5%	0%
Cc1ccc(CNc2nc3nc(C)c(Cl)c(C)n3n2)cc1	nt	i	nt	nt	8%	nt	5	?	18%
CC/C(=N/NS(=O)(=O)c1ccc(Cl)cc1)c1ccc(O)cc1	-1%	-25%	-6%	3	-3%	-6%	1	15%	2%
Cc1ccccc1-c1nn(-c2ccc(F)cc2F)cc1CNCCCO	11%	-37%	-1%	-5	3%	4%	-12	5%	?
CCOC(=O)c1c(C)[nH]c(C)c1S(=O)(=O)N1CCC(C(=O)Nc2cc(C)ccn2)CC1	nt	-21%	?	nt	-4%	nt	7	13%	14%
Cc1ccc(C(=O)OCc2nnc(-c3ccc(Br)cc3)o2)cc1	0%	-4%	11%	14	9%	22%	-2	2%	13%
Brc1cccc(-c2cnc3n2CCCCC3)c1	13%	-26%	-10%	0	-30%	1%	10	12%	?
CC1CCCN(c2ccc(C(=O)OCn3nnc4ccccc4c3=O)cc2[N+](=O)[O-])C1 (stereo not drawn)	6%	i	-13%	-25	-10%	28%	-4	8%	-11%
O=C(Nc1ccc(-c2nnc3n2CCCCC3)cc1)c1cnccn1	1%	-28%	-5%	24	1%	1%	3	21%	1%
Cc1oc2ccc(O)c(CN3CCN(Cc4ccccc4)CC3)c2c1C(=O)Nc1ccccc1	nt	i	-29%	nt	1%	nt	-23	12%	?
Cc1ccc(-n2nc3c(=O)n(CCCC(=O)NCc4ccccc4Cl)nc(C)c3c2C)cc1	0%	-44%[inhibitor]	-3%	10	2%	2%	2	8%	-20%
COc1ccc(OC)c(NC(=O)c2cc3c(=O)oc4ccccc4c3s2)c1	1%	-19%	?	nt	-1%	nt	2	0%	6%
COc1cccc(Nc2nc(-c3ccccc3)c3cc(C)ccc3n2)c1	nt	-10%	nt	nt	75%[activator]	nt	7	4%	?
O=C(O)COc1nsnc1N1CCOCC1	-1%	-10%[57.5 µM]	23%	14	-4%	-1%	1	17%	2%
Cc1nn(CC(=O)Nc2nccs2)c(C)c1[N+](=O)[O-]	2%	i	-7%	3	-9%	?	5	11%	-7%

3 entries from above in another layout:
Molecule,GLP1R ag,PTHR1 agonist,KB-V1 cytotox,D3 antag,HEK293 tox,aSyn yeast inh,D3 ag,TDP43 rescue,GLP-1R inv ag
Cc1cc(C(=O)NC2CCC(O)CC2)c(C)o1 (stereo not drawn),-13%,i,0%,-24,5%,-1%,6,3%,2%
CCC(CC)NCCOC(=O)c1ccc([N+](=O)[O-])cc1,26%,-8%,?,-11,8%,-8%,-2,-9%,3%
Cc1ccc(C)c(CN2C(=O)C(C)Oc3ccc(C)cc32)c1 (stereo not drawn),5%,-10%,-10%,-8,3%,-2%,-27,-21%,-18%

Screening results deposited in PubChem by National Center for Advancing Translational Sciences (NCATS).
